CHRM1 antagonist – human CHRM1 antagonism | 360,000 tested, 1.3% active | inhibition, % at 3 µM | CHO-K1 hM1, Fluo-8 calcium fluorescence, ACh EC80 antagonist;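 active = percent inhibition above its own plate's cutoff, namely the mean of that plate's compound wells plus 3 SD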;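 also: peak over basal fluorescence ratio during 140 s after agonist addition; 0% = ACh EC80 plus DMSO and 100% = DMSO alone without agonist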
Target sequence (P11229 whole entry, looked up): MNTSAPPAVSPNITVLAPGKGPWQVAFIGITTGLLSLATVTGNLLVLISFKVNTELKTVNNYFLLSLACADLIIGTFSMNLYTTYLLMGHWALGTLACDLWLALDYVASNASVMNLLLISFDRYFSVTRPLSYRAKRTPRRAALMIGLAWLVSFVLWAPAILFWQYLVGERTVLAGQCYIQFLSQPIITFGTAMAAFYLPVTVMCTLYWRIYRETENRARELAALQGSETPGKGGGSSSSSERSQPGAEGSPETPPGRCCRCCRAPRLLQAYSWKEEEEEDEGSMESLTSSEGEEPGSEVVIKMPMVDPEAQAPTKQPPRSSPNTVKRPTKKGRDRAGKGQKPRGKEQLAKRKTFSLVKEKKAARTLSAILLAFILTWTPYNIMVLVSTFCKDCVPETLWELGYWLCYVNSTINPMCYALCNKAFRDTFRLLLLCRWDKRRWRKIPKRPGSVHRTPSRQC
CHO-K1 Ca ag – nonselective activator or artifact in parental CHO-K1 cells; Fluo-8 calcium fluorescence; scaled to maximal ATP response, vehicle zero; activation, % at 3 µM; 360,000 tested, 0.48% active; in the data active = activation above about 15%;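 also: untransfected CHO-K1 host cells lacking M1 receptor as counterscreen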
CHO parental Ca – signal in parental CHO cells, OX1R antagonist counter-screen. parental CHO-K1, ATP-induced calcium, Fluo-8 fluorescence. inhibition, % at 5.6 µM. 330,000 tested, 0.63% active. AID 463079;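 active = inhibition above that plate's mean sample inhibition plus 3 SD, cut at about 26% in these data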;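 also: 0% = ATP-challenged DMSO wells and 100% = DMSO wells without ATP; some compounds past the cut are filed as inactive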
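Measured by: calcium-sensitive Fluo-8 fluorescence / Test system: CHO parental line / Controls: ATP-challenged DMSO wells low, unchallenged DMSO wells high / Measure: % inhibition / Compound: single nominal dose of 5.6 µM per compound / Replicates: single well per compound, no replicates / Reagent: ATP as calcium-mobilizing challenge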
M1 PAM – human CHRM1 positive allosteric modulation; P11229; CHO-K1 hM1, Fluo-8 calcium fluorescence, ACh EC20; 0% = ACh EC20, 100% = maximal ACh; activation, % at 3 µM; 360,000 tested, 0.088% active; AID 588819; in the data active = activation above about 19%, passing the limit was not always enough
CHRM4 agonist – CHRM4 agonism in calcium assay; CHO-K1 hM4/Gqi5, Fluo-8 calcium fluorescence; vehicle 0%, full acetylcholine response 100%; P08173; AID 624127; activation, % at 3 µM; 360,000 tested, 0.14% active;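 active = activation above the run mean over all test wells plus 3 SD, cut at about 32% in these data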;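 also: peak over basal fluorescence ratio per well then scaled between controls; 0% = DMSO wells and 100% = acetylcholine at EC100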
OXTR potentiator – human OXTR potentiation; CHO-OTR cells, Fluo-8 calcium fluorescence, potentiator mode; 0% = oxytocin EC15, 100% = EC100; AID 2445; 320,000 tested, 0.061% active; activation, % at 3 µM;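 active = activation above that plate's cutoff, the mean activation of tested compounds plus 3 SD, cut at about 6.6% in these data, passing the limit was not always enough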;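 also: 100% uses oxytocin at 75 nM as the full agonist control; some results filed as inactive read as strong as hits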
Target sequence (P30559 whole entry, looked up): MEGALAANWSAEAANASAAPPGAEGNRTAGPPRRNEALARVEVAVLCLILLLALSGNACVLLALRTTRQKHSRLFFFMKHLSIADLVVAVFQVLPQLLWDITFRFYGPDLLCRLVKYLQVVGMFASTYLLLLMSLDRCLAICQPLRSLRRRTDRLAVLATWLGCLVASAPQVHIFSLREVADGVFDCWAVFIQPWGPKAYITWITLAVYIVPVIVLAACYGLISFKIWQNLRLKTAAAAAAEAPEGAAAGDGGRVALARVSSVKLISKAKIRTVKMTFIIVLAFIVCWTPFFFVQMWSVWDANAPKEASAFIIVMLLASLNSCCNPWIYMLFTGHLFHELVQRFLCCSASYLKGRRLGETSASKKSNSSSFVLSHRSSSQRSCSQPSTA
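Replication – single well per compound, singlicate · Assay system – CHO cell line stably expressing human OTR · Timing – 6 min pre-incubation, 100 s read · Measure – normalized max/min fluorescence ratio, % activation · Doses – 3.0 µM, one dose · Detection – Fluo-8 calcium dye fluorescence · Probe or stimulus – oxytocin near EC15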
M1 ag – activates human CHRM1 receptor; CHO-K1 hM1, Fluo-8 calcium fluorescence, agonist mode; 0% DMSO, 100% acetylcholine EC100; activation, % at 3 µM; 360,000 tested, 0.33% active;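 active = activation above the run's mean compound activation plus 3 SD, cut at about 16% in these data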;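 also: peak over basal fluorescence ratio within a 140 s kinetic read after compound addition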
M4 antag – CHRM4 antagonism in calcium assay; CHO-hM4 cells, ACh EC80, Fluo-8 calcium fluorescence; inhibition, % at 3 µM; 360,000 tested, 0.73% active;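 active = inhibition above its plate's cutoff, the mean inhibition of sample wells plus 3 SD, cut at about 27% in these data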;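 also: 0% = acetylcholine EC80 with DMSO and 100% = DMSO without agonist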
CHO-K1 Ca antag – M1 antagonist counterscreen hit in parental CHO-K1 cells | 360,000 tested, 0.6% active | ATP-induced calcium, Fluo-8 fluorescence | inhibition, % at 3 µM;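 active = inhibition above a per-plate cutoff, the plate's mean sample inhibition plus 3 SD, cut at about 24% in these data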;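 also: 0% = DMSO plus EC80 ATP and 100% = DMSO alone without ATP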
* = called active by the depositor; · = not tested or not shown.

SMILES	CHRM1 antagonist	CHO-K1 Ca ag	CHO parental Ca	M1 PAM	CHRM4 agonist	OXTR potentiator	M1 ag	M4 antag	CHO-K1 Ca antag
O=C(CCN1C(=O)c2ccccc2S1(=O)=O)Nc1cccc(F)c1	-2.0	2.9	-16.4	0.7	9.9	3.9	-0.1	-1.7	2.9
Cc1ccc(NC(=O)c2ccsc2)cc1NS(C)(=O)=O	-15.8	0.8	-3.1	13.6	2.1	-14.1	0.7	-5.5	-9.8
O=C(O)CCSc1ncnc2sc(-c3ccccc3)cc12	-25.1	1.6	-12.9	9.8	0.7	-13.9	-1.2	-9.0	-13.9
CCCCNC(=S)NNC(=O)c1cc(-c2ccncc2)nc2ccccc12	3.5	6.8	-15.8	-0.6	14.2	-7.7	-2.0	-8.4	-9.1
CC(C)n1c(=O)nc(-c2ccccc2)c2cc3c(cc21)OCO3	-20.2	0.0	·	11.4	-0.8	·	-6.4	-8.2	-23.1
O=[N+]([O-])c1cccc(CP(=O)(c2ccccc2)c2ccccc2)c1	-5.3	-0.3	-18.5	7.0	-0.4	-8.0	-5.0	-4.0	-16.9
CCCC(=O)Nc1ccc(C=C(C(C)=O)C(C)=O)cc1	-8.8	0.7	-3.6	10.7	0.4	-3.1	-0.9	0.6	-1.8
C=C1C(=O)[C@]23C[C@H]1CCC2[C@]1(C)CCC[C@@](C)(C(=O)O)C1C[C@@H]3O (stereo not given in full)	14.1	0.2	·	-11.2	0.3	·	3.1	11.1	20.1
COc1ccc(-c2nc3c(C)cc(Br)cn3c2Cc2cccc(Cl)c2)cc1OC	-30.5	0.5	·	0.9	-1.6	·	-3.6	-0.8	-7.3
O=C(Cn1cnc2ccccc21)Nc1cc(C(F)(F)F)ccc1N1CCOCC1	-0.9	0.9	-12.9	3.6	4.6	-10.6	-2.6	-6.3	-0.1
Cc1c(P(=S)(c2ccccc2)c2ccccc2)[n+]2ccccc2n1C/C=C/c1ccccc1	56.5*	0.9	·	-30.8	0.9	·	-8.5	28.7*	-10.0
C=CCNC(=O)Nc1ccc(Cl)cn1	-6.1	0.3	1.1	7.4	-0.2	8.0	-7.6	-5.3	-11.8
CCOc1cc(N2CCOCC2)c(OCC)cc1NC(=O)C(C)(C)C	-3.2	0.8	9.8	6.9	0.5	-6.8	-3.5	1.6	-10.8
CCC(C(=O)N1CCN(Cc2ccc3c(c2)OCO3)CC1)n1nnc2ccccc2c1=O (stereo not given)	-2.8	1.3	·	-3.2	1.9	·	-1.0	-4.5	-10.4
Cc1ccc(N2C(=O)CC(N3CCSCC3)C2=O)c(C)c1 (stereo not given)	-2.4	0.6	0.7	2.8	1.3	-6.5	-3.4	-6.9	0.3
N#C/C(=C\c1cccn1-c1ccccc1)C(=O)NC1CCCCC1	-12.0	-0.3	-32.4	4.6	0.0	-7.0	-6.8	3.9	-5.0
CCOc1cc(CNn2cn[nH]c2=S)cc(Cl)c1OCc1ccccc1F	3.6	6.1	-12.5	2.9	2.4	-2.7	-6.2	-4.8	-12.6
CCOc1ccc2oc(C(=O)N(CC)CC(=O)Nc3ccc(NC(C)=O)cc3)c(C)c2c1	-7.4	0.3	-24.7	3.5	1.5	-6.3	-3.3	-1.7	-12.4
CC(C)CN1CCC(=O)N(CCN=[N+]=[N-])CC1	-6.9	-0.1	0.0	6.0	0.3	2.7	-1.6	-1.2	-6.8
O=C(NCC1CC1)c1ccc2c3n(nc2c1)-c1ccc(Cl)cc1CO3	0.2	-0.1	-10.5	3.0	1.0	7.3	-6.4	-3.6	-22.1

In a second layout: two of the compounds above.
| canonical_smiles | CHRM1 antagonist | CHO-K1 Ca ag | CHO parental Ca | M1 PAM | CHRM4 agonist | OXTR potentiator | M1 ag | M4 antag | CHO-K1 Ca antag |
| --- | --- | --- | --- | --- | --- | --- | --- | --- | --- |
| N#C/C(=C\c1cccn1-c1ccccc1)C(=O)NC1CCCCC1 | -12.0 | -0.3 | -32.4 | 4.6 | 0.0 | -7.0 | -6.8 | 3.9 | -5.0 |
| CCOc1cc(CNn2cn[nH]c2=S)cc(Cl)c1OCc1ccccc1F | 3.6 | 6.1 | -12.5 | 2.9 | 2.4 | -2.7 | -6.2 | -4.8 | -12.6 |

Next part
SMILES	CHRM1 antagonist	CHO-K1 Ca ag	CHO parental Ca	M1 PAM	CHRM4 agonist	OXTR potentiator	M1 ag	M4 antag	CHO-K1 Ca antag
O=C(O)C1CC(O)CN1C(=O)c1ccco1 (stereo not given)	-6.0	0.1	9.6	9.2	0.1	-10.9	-2.8	13.3	-4.7
COc1ccc(CCNC(=O)Cc2cc(OCc3ccccc3)c(OC)cc2[N+](=O)[O-])cc1OC	-8.8	0.3	-13.1	8.0	0.4	-5.9	0.6	-0.7	-2.3
CCO[C@@H]1OC(C(=O)NCc2nc3ccccc3[nH]2)=C[C@H](c2coc3ccccc3c2=O)[C@H]1CCCO	3.2	-0.4	-21.7	-1.6	0.3	-10.8	-5.0	-2.9	-3.4
CCOc1ccc(N2C(=O)CSC23CCCCC3)cc1	-12.8	0.1	-5.8	0.2	-0.1	-21.4	-4.9	8.0	-2.2
COCC1CCN(C(=O)c2cc(COc3cncc(Cl)c3)on2)C1 (stereo not given)	-12.4	1.6	-8.0	8.7	1.4	-3.9	-0.7	-5.7	-11.2
NC(=O)C1CCN(c2nc(-c3cccnc3)cs2)CC1	-6.0	0.6	-9.9	6.7	0.8	-8.0	-7.6	0.6	-9.0
COc1ccc(C(=O)Nc2nccs2)cc1[N+](=O)[O-]	-2.3	0.0	6.3	11.0	1.7	-1.7	-2.2	-5.8	0.6
CCCCNC(=O)N(C)c1nncnc1C(=O)NC	-1.4	-0.1	-5.5	0.5	0.7	-5.7	-1.1	9.2	4.6
O=C(C1CCCCC1)N1CCN=C1SCc1cccnc1	-5.8	-0.2	-7.8	3.4	0.6	-4.8	-4.7	-5.3	-4.0
O=C(CN1C(=O)NC2(CCCCCC2)C1=O)N1CCN(c2ccccc2)CC1	5.0	4.2	-5.8	0.7	15.4	-5.5	-1.9	-1.6	-8.9
COc1ccc(OCc2cc(C(=O)N3CCCC3)no2)c2ccccc12	-9.9	0.7	-12.9	6.7	7.8	-7.2	-2.3	3.2	-10.3
O=Nc1ccc(NOC(=O)c2ccccc2Br)cc1	1.0	0.1	-5.5	-3.8	0.4	-2.6	-5.7	12.2	14.1
Cc1ccccc1NC(=O)C(=O)N/N=C/c1cccc(Br)c1	-12.3	-0.1	-15.2	2.1	0.5	-7.3	-6.4	-4.7	-6.2
Nc1ccc2nc(-c3cc(Cl)c(N)c(Cl)c3)[nH]c2c1	8.4	0.0	-1.7	4.7	1.1	-7.8	1.2	-1.0	-2.6
CC1CCN(S(=O)(=O)c2ccc3ncn(CC(=O)N4CCN(C)CC4)c(=O)c3c2)CC1	-9.4	-0.3	-13.2	13.0	3.2	2.5	-5.1	-2.6	6.6
CC(=O)Nc1cccc(C(=O)OCC(=O)N2CCN(C(=O)COC(=O)c3cccc(NC(C)=O)c3)CC2)c1	-10.1	0.2	·	11.3	-0.1	·	-3.8	-6.5	-9.2
CSc1nc(-c2ccc(Cl)cc2)c(C#N)c(=O)n1C	4.8	0.2	-9.8	-2.6	1.8	-1.7	-4.7	-10.0	-0.7
COc1cccc(-c2csc(N3CCN(S(=O)(=O)c4ccc(F)cc4)CC3)n2)c1	0.7	0.4	-4.3	2.1	3.0	-3.1	-4.2	0.2	-9.8
Cc1ccc(N(Cc2ccccc2)C(=O)c2cc(S(=O)(=O)N3CCOCC3)ccc2Cl)cc1	-18.9	0.1	-14.6	3.4	2.3	-10.5	-2.0	-7.0	-11.1
COc1cccc2cc(C(=O)c3ccccc3)oc12	-2.5	-0.3	-6.6	6.0	1.0	-0.1	-0.7	-3.4	-15.3
O=C(Cc1ccc(NS(=O)(=O)c2cccc(C(F)(F)F)c2)cc1)NCCN1CCOCC1	-1.8	1.2	-12.3	5.8	1.1	3.0	-4.7	-6.9	-3.6
Cc1cc(C)cc(NC(=O)c2ccc(CN3CCc4ccccc4C3)cc2)c1	-30.6	0.6	-16.3	14.2	0.3	-2.5	-5.5	0.5	-7.6
Cn1c(=O)[nH]c(=O)c2c1nc(SCCCO)n2CCCc1ccccc1	-7.7	0.6	-6.9	6.0	1.3	-11.0	-4.4	8.4	-0.5
O=C(c1ccc2c(c1)OCCO2)C1CCN(C(=O)c2ccc(F)cc2)CC1	7.5	6.2	-15.7	-11.6	12.4	-6.6	-10.1	-21.2	-53.8
O=C(Nc1nc2ccccc2[nH]1)c1ccc(Cl)c([N+](=O)[O-])c1	-5.0	-0.1	-15.8	4.4	0.3	1.5	-6.5	-0.2	-1.3
O=C(NC(=S)NNC(=O)c1ccccc1O)c1ccco1	7.4	1.6	-1.5	1.2	1.6	6.0	2.0	-7.6	1.5
Cc1csc(NC(=O)c2ccccc2O)n1	-9.0	0.5	2.8	9.8	1.1	-12.5	-1.2	10.7	-13.7
CC#CCN1c2ccccc2[C@]23C[C@@H](C(=O)OC)N(C(=O)c4ccco4)C2=NC(C(=O)OC)=C(C(=O)OC)[C@H]13	-4.7	-0.3	-24.0	4.9	1.4	-5.3	-7.5	2.2	-7.8
COc1ccc(CNC(=O)c2ccc(=O)oc2)cc1OC	1.9	0.3	-4.3	-1.3	1.6	-2.5	-1.8	4.0	-0.8
CC(C)CC(=O)N=Nc1c(O)[nH]c2ccccc12	-8.4	0.5	-4.8	6.5	-0.4	-8.1	-5.3	11.1	0.6
CCNC(=O)N1CCN(S(=O)(=O)c2ccc3c(c2)OCCCO3)CC1	-9.7	1.3	1.6	4.0	2.0	-7.4	-1.8	6.5	-12.8
CC(C)CCNC(=O)C1CC(c2cccc(F)c2)=NO1 (stereo not given)	-1.1	-0.5	-0.3	2.5	1.3	-12.6	-5.7	4.3	-13.4
CCSc1ccc(-c2nn(-c3ccccc3)cc2/C=C(/C#N)C(=O)NCCCOC)cc1	-4.2	0.5	-6.2	5.0	2.6	-4.9	-6.6	2.2	-9.0
O=C(NCCCN1CCOCC1)NC1CCCCC1	-13.3	0.4	-12.3	7.2	0.3	-1.7	-3.6	-11.9	-25.1
C[C@]1(C(=O)NCCc2c[nH]c3ccccc23)C=C[C@@H](Cc2ccccc2)N1C(=O)c1ccccc1	15.1	-0.6	-25.4	-9.2	5.9	-1.1	-4.3	-1.1	-0.8
Cc1ccc(S(=O)(=O)N2C[C@@H]3[C@H]4CC[C@H](C4)[C@@H]3[C@@H](C)[C@H]2c2ccn(Cc3ccccc3)c2)cc1	-8.0	1.1	-27.5	3.9	-0.1	·	-3.9	-20.5	-19.7

5 compounds from above with just M4 antag, M1 ag and CHO parental Ca:
molecule	M4 antag	M1 ag	CHO parental Ca
CC#CCN1c2ccccc2[C@]23C[C@@H](C(=O)OC)N(C(=O)c4ccco4)C2=NC(C(=O)OC)=C(C(=O)OC)[C@H]13	2.2	-7.5	-24.0
COc1ccc(CNC(=O)c2ccc(=O)oc2)cc1OC	4.0	-1.8	-4.3
CC(C)CC(=O)N=Nc1c(O)[nH]c2ccccc12	11.1	-5.3	-4.8
CCNC(=O)N1CCN(S(=O)(=O)c2ccc3c(c2)OCCCO3)CC1	6.5	-1.8	1.6
CC(C)CCNC(=O)C1CC(c2cccc(F)c2)=NO1 (stereo not given)	4.3	-5.7	-0.3

Screening results (PubChem)
